USP1-UAF1 inh = inhibitors of human USP1/UAF1 deubiquitinase | recombinant USP1/UAF1, Ub-Rhodamine cleavage fluorescence | Potency, µM (top dose mostly 57.1 µM), for the others: at the top dose activity change, negative = inhibition, usual class: inhibitors | O94782 | 390,000 compounds, 0.23% hits | AID 743255; also: potency is read from the fitted curve at half-maximal effect; % is scaled to controls: 0 for no effect and ±100 for the full control effect; nearly all actives have a fitted effect of over 60% in size; inactives centre near -12
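Step one: compound is pinned into 1nM USP1/UAF1 in HEPES pH 7.8 buffer with TCEP. Step two: 15 min room-temperature incubation. Step three: Ub-Rho (150nM final) starts cleavage, tracked by fluorescence over six one-minute reads.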
LDHA inh = blocks human lactate dehydrogenase A | purified LDHA, NADH/diaphorase-resazurin fluorescence; hits give low values | activity change, % (values are at about 110 or 230 µM) | 480,000 compounds, 0.15% hits; in the data active = activity change below about -30%; inconclusive = mostly about -25% to -30%;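 also: plate controls were DMSO wells for no effect and wells without enzyme for full effect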
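Human LDH5 at 2 nM final in Tris HCl pH 7.4 with 0.06 mM NADH and 0.2 mM pyruvate, reacted 5 minutes at room temperature. Remaining NADH coupled via diaphorase/resazurin; resorufin fluorescence read at 0 and 20 minutes, normalized to enzyme-free and DMSO wells.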
TrxR1 substrate = substrates of rat thioredoxin reductase 1 | O89049 | purified TrxR1 substrate turnover, NADPH consumption readout | Potency, µM (series often up to 114 µM), for inactives: at the highest dose activity change, negative = substrate turnover | 390,000 compounds, 0.01% hits | AID 588456; also: potency is read from the fitted curve at half-maximal effect; % is scaled to controls: 0 for no effect and ±100 for the full control effect; nearly all actives have a fitted effect of over 50% in size
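Rat TrxR1, dispensed at 90 nM, was prereduced with 400 uM NADPH (final) for 5 min at ~22 deg C, then incubated with compound 15 min before 400 uM selenite. A first-read NADPH fluorescence drop versus no-compound background flagged substrates.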
Vif-APOBEC3F blk = inhibitors of Vif-A3F interaction; HeLa A3F-eYFP + Vif (tagged APOBEC3F with the HIV-1 protein that degrades it), YFP fluorescence increase; Potency, µM (highest dose often 46.1 µM), inactives show top-dose activity, negative = active; 390,000 compounds, 0.2% hits; AID 602313; also: potency is read from the fitted curve at half-maximal effect; % of control where 0% means no effect; nearly all actives have a fitted effect of over 65% in size
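Fluorescence increase (Ex 488/Em 500-530) after overnight compound treatment at 37 deg C flags inhibition of Vif-driven A3F-eYFP loss in stable HeLa A3F-eYFP/Vif cells seeded overnight beforehand.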
PI4K2A inh = PI4K2A (human) kinase inhibition; Q9BTU6; purified PI4K2A, ADP-Glo luminescence, 1 h; hits give low values; activity change, negative = inhibition, % at 76.9 µM; 420,000 compounds, 0.13% hits; in the data active = activity change below about -50%; inconclusive = mostly about -30% to -49%;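 also: -100% = wells without enzyme as full effect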
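In this quantitative HTS, ADP production by PI4K2A was quantified luminescently after 1 h at ambient temperature; 100 microM adenosine served as plate-quality control.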
GRP78 ERSR act = induces the endoplasmic reticulum stress response in human glioma cells | U87-MG GRP78 promoter luciferase reporter, 16 h | Potency, µM, inactives show top-dose activation, actives largely listed as activators | 420,000 compounds, 0.02% hits; also: potency is read from the fitted curve at half-maximal effect; series mostly up to about 76 µM; % of control where 0% means no effect; nearly all actives have a fitted effect of over 35% in size
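Stably transfected U87-MG human glioma cells carrying a GRP78-based luminescent sensor were seeded at 1000 cells/well, pin-dosed with compounds and incubated 16 h. Luciferase reagent was then added, and end-point luminescence was read after 10 min at room temperature.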
RXFP1 agonist = RXFP1 (human) receptor agonism | 370,000 compounds, 0.3% hits | HEK293T-RXFP1 cAMP TR-FRET, 30 min; response scale: percent of porcine relaxin response, buffer zero | AID 2676 | Q9HBX9 | Potency, µM (doses to about 57.5 µM), without a hit: at the highest dose activation, hits mostly activators; also: potency is read from the fitted curve at half-maximal effect; % is scaled to controls: 0 for no effect and ±100 for the full control effect; nearly all actives have a fitted effect of over 60% in size; many of its hits are not listed in these tables
Target sequence (Q9HBX9 whole entry, looked up): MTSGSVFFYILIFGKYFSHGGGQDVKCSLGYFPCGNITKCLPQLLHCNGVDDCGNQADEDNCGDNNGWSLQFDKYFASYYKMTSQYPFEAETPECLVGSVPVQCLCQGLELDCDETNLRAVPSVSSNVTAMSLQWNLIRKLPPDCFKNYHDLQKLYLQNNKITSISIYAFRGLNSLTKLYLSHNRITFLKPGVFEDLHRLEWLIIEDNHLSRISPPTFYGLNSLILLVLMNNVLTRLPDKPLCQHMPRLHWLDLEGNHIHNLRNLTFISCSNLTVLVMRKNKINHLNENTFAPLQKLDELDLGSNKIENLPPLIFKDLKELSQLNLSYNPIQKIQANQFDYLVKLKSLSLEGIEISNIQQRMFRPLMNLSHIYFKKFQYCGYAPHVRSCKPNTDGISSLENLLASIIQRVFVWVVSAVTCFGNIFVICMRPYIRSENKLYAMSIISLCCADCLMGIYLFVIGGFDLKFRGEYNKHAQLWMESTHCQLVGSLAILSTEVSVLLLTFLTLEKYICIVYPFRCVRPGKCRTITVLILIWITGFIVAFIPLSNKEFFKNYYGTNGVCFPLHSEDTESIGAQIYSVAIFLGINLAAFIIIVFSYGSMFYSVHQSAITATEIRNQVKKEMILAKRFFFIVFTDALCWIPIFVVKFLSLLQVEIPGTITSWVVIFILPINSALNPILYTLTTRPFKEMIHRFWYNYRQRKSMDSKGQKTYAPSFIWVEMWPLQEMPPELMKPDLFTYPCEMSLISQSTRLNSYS
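HEK293T cells stably expressing RXFP1 were pretreated with the PDE4 inhibitor Ro 20174, exposed to compounds for 30 min at 37C, lysed, and cAMP was read by TR-FRET. Data normalized to buffer (basal) and 29 nM porcine relaxin (100%).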
Vif-APOBEC3G blk = inhibitors of Vif-APOBEC3G interaction; AID 602310; Potency, µM (highest dose often 46.1 µM), without a hit: top-dose activity, negative = active, hits mostly inhibitors; 410,000 compounds, 0.076% hits; Q9HC16; HeLa A3G-eYFP + Vif (tagged APOBEC3G with the HIV-1 protein that degrades it), YFP fluorescence, overnight;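 also: potency is read from the fitted curve at half-maximal effect; % is scaled to controls: 0 for no effect and ±100 for the full control effect; nearly all actives have a fitted effect of over 60% in size; hits raise eYFP signal because A3G escapes Vif-driven loss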
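HeLa cells stably expressing Vif and C-terminally eYFP-tagged A3G, seeded overnight at 37 deg C, then exposed to compound by pintool overnight at 37 deg C. Rise in yellow fluorescence (Ex 488/Em 500-530, Acumen) marks blocked Vif-driven A3G degradation.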
mIDH1 inhibitor = blocks human mutant IDH1 R132H enzyme; O75874; IDH1-R132H enzyme, NADPH consumption, diaphorase/resazurin fluorescence; Potency, µM (highest dose often 76.6 µM), for the others: at the top dose activity change, negative = inhibition, usual class: inhibitors; 390,000 compounds, 0.093% hits; also: potency is read from the fitted curve at half-maximal effect; % is scaled to controls: 0 for no effect and ±100 for the full control effect; nearly all actives have a fitted effect of over 65% in size
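IDH1-R132H (0.5 ug/mL) preincubated 30 min with compound, then NADPH (0.016 mM) and alpha-KG (2 mM) added; 80 min at RT, pH 7.5. Remaining NADPH coupled via diaphorase/resazurin to fluorescence (540/590 nm); concentration-response curves normalized to no-enzyme control.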
* = called active by the depositor; & = joins results of further samples; [ ] = another dose, or the depositor's remark. Unless noted, calls follow the shape of the dose curve; as a rule, active = well fitted curve in the direction sought with a large enough effect; inconclusive = small, poorly fitted or top-dose-only effect, or another doubt; inactive = no such curve, though single readings can be large; an effect the other way counts as inactive or inconclusive.

`Cc1cc2c(cc1C)C(c1ccccc1F)CC(=O)N2` (configuration not stated) gave USP1-UAF1 inh -13%, LDHA inh -5, TrxR1 substrate 2%, Vif-APOBEC3F blk -9%, PI4K2A inh 5, GRP78 ERSR act -4%, RXFP1 agonist 0.4%, Vif-APOBEC3G blk inconclusive and mIDH1 inhibitor 0%.
Screening Cc1cccc(C(=O)Nc2nnc(S(=O)(=O)N3c4ccccc4CC3C)s2)c1 (configuration not stated) returned USP1-UAF1 inh -16%, LDHA inh -9, TrxR1 substrate 9%[11.4 µM], Vif-APOBEC3F blk -2%, PI4K2A inh 0, GRP78 ERSR act -5%, RXFP1 agonist 0.8%, Vif-APOBEC3G blk -6% and mIDH1 inhibitor 22%.
`CSc1cccc(NC(=S)N2CCC(c3ccccc3)C2)c1` (configuration not stated) gave USP1-UAF1 inh -21%, LDHA inh -7, TrxR1 substrate -5%, Vif-APOBEC3F blk 22%, PI4K2A inh 2, GRP78 ERSR act 0%, RXFP1 agonist 1.2%, Vif-APOBEC3G blk 2% and mIDH1 inhibitor -1%.
`Cc1ccc(Cl)cc1Nc1nn2c(=O)c3ccc(C(=O)NC4CCC(C)CC4)cc3nc2s1` (configuration not stated) gave USP1-UAF1 inh -8%, LDHA inh -2, TrxR1 substrate 8%, Vif-APOBEC3F blk 0%, PI4K2A inh 0, GRP78 ERSR act -4%, RXFP1 agonist 3.5%, Vif-APOBEC3G blk -4% and mIDH1 inhibitor -20%.
Cc1nnc(NC(=O)CSc2nnc(CNC(=O)c3ccc(S(=O)(=O)N(C)C)cc3)o2)s1 was read as USP1-UAF1 inh -4%, LDHA inh -1, TrxR1 substrate -1%, Vif-APOBEC3F blk 1%, PI4K2A inh -5, GRP78 ERSR act -2%, RXFP1 agonist 5.2%, Vif-APOBEC3G blk 1% and mIDH1 inhibitor 15%.
Screening C=CCn1c(=O)c2ccccc2n2c(SC(C)C(N)=O)nnc12 (configuration not stated) returned USP1-UAF1 inh -19%, LDHA inh -1, TrxR1 substrate 6%, Vif-APOBEC3F blk -21%, PI4K2A inh 7, GRP78 ERSR act -2%, RXFP1 agonist 5.3%, Vif-APOBEC3G blk -7% and mIDH1 inhibitor -1%.
Screening Cc1ccc(NC(=O)NCc2cccnc2)cc1 returned USP1-UAF1 inh -8%, LDHA inh 0, TrxR1 substrate -10%, Vif-APOBEC3F blk 1%, PI4K2A inh 3, GRP78 ERSR act 2%, RXFP1 agonist -0.2%, Vif-APOBEC3G blk -3% and mIDH1 inhibitor 20%.
Screening C=CCNC(=S)N/N=C/c1ccc(OCc2ccccc2)cc1 returned USP1-UAF1 inh -24%, LDHA inh -18, TrxR1 substrate 5%, Vif-APOBEC3F blk 10%, PI4K2A inh -2, GRP78 ERSR act -1%, RXFP1 agonist 3.2%, Vif-APOBEC3G blk 0% and mIDH1 inhibitor -3%.
CSc1nncn1/N=C/c1cc(Cl)ccc1F was read as USP1-UAF1 inh -19%, LDHA inh 2, TrxR1 substrate -3%, Vif-APOBEC3F blk 6%, PI4K2A inh -2, GRP78 ERSR act 0%, RXFP1 agonist -3.2%, Vif-APOBEC3G blk 1% and mIDH1 inhibitor 2%.
Screening COc1cccc(-c2n[nH]c(=S)n2Cc2ccco2)c1OC returned USP1-UAF1 inh -3%, LDHA inh -3, TrxR1 substrate 13%[57.1 µM], Vif-APOBEC3F blk -10%, PI4K2A inh 6, GRP78 ERSR act 2%, RXFP1 agonist -0.7%, Vif-APOBEC3G blk 1% and mIDH1 inhibitor 1%.
Screening CC1(C)CC(NC(=O)COc2ccc3ccc(=O)oc3c2)CC(C)(C)N1 returned USP1-UAF1 inh -12%, LDHA inh -3&9, TrxR1 substrate 17%, Vif-APOBEC3F blk 3%, PI4K2A inh 2, GRP78 ERSR act 3%, RXFP1 agonist 1.6%, Vif-APOBEC3G blk 0% and mIDH1 inhibitor -10%.
`Cc1occc1C(=O)NNC(=O)c1ccc(Br)o1` gave USP1-UAF1 inh -4%, LDHA inh -1, TrxR1 substrate -21%[11.4 µM], Vif-APOBEC3F blk -8%, PI4K2A inh 1, GRP78 ERSR act 0%, RXFP1 agonist -0.9%, Vif-APOBEC3G blk 1% and mIDH1 inhibitor 9%.
For CCCCn1nnnc1SCC(=O)c1ccc(C)c(C)c1 the results were USP1-UAF1 inh -15%, LDHA inh 3, TrxR1 substrate -11%, Vif-APOBEC3F blk -13%, PI4K2A inh -22, GRP78 ERSR act -2%, RXFP1 agonist -1.2%, Vif-APOBEC3G blk 1% and mIDH1 inhibitor 8%.
COc1ccc(NC(=O)Cn2c(=O)n(Cc3ccco3)c(=O)c3ccccc32)cc1 was read as USP1-UAF1 inh -8%, LDHA inh -5, TrxR1 substrate 3%, Vif-APOBEC3F blk -6%, PI4K2A inh 3, GRP78 ERSR act -1%, RXFP1 agonist 0.6%, Vif-APOBEC3G blk -5% and mIDH1 inhibitor 4%.
`COc1ccccc1NC(=O)/C(=N/OCc1ccc(F)cc1)C(C)=O` gave USP1-UAF1 inh -15%, LDHA inh -7, TrxR1 substrate -8%[57.1 µM], Vif-APOBEC3F blk 13%, PI4K2A inh 1, GRP78 ERSR act -1%, RXFP1 agonist -0.7%, Vif-APOBEC3G blk 3% and mIDH1 inhibitor -2%.
`Cn1c(SCC(=O)C(C)(C)C)nnc1-c1ccncc1` gave USP1-UAF1 inh -7%, LDHA inh -5, TrxR1 substrate 4%, Vif-APOBEC3F blk -7%, PI4K2A inh 4, GRP78 ERSR act -5%, RXFP1 agonist 1.1%, Vif-APOBEC3G blk 0% and mIDH1 inhibitor 6%.
CSc1nnnn1-c1ccc(C)c(Cl)c1 was read as USP1-UAF1 inh -9%, LDHA inh -3, TrxR1 substrate -13%, Vif-APOBEC3F blk 9%, PI4K2A inh 2, GRP78 ERSR act -1%, RXFP1 agonist 5.7%, Vif-APOBEC3G blk -5% and mIDH1 inhibitor -1%.
Screening Cc1ccc(NC(=O)C2CCCN(S(=O)(=O)c3ccc(C)cc3)C2)cc1 (configuration not stated) returned USP1-UAF1 inh 10%, LDHA inh -3, TrxR1 substrate 1%, Vif-APOBEC3F blk -2%, PI4K2A inh -1, GRP78 ERSR act -3%, RXFP1 agonist 0.4%, Vif-APOBEC3G blk 6% and mIDH1 inhibitor -7%.
`O=C(c1cc(Br)ccc1Cl)N1CCN(c2ccc(N3CCOCC3)nn2)CC1` gave USP1-UAF1 inh -13%, LDHA inh -10, TrxR1 substrate 64%[activator], Vif-APOBEC3F blk -7%, PI4K2A inh 8, GRP78 ERSR act -1%, RXFP1 agonist 0.7%, Vif-APOBEC3G blk -10% and mIDH1 inhibitor -2%.

Of the compounds above, these have bromine.
`Cc1occc1C(=O)NNC(=O)c1ccc(Br)o1` gave USP1-UAF1 inh -4%, LDHA inh -1, TrxR1 substrate -21%[11.4 µM], Vif-APOBEC3F blk -8%, PI4K2A inh 1, GRP78 ERSR act 0%, RXFP1 agonist -0.9%, Vif-APOBEC3G blk 1% and mIDH1 inhibitor 9%.
`O=C(c1cc(Br)ccc1Cl)N1CCN(c2ccc(N3CCOCC3)nn2)CC1` gave USP1-UAF1 inh -13%, LDHA inh -10, TrxR1 substrate 64%[activator], Vif-APOBEC3F blk -7%, PI4K2A inh 8, GRP78 ERSR act -1%, RXFP1 agonist 0.7%, Vif-APOBEC3G blk -10% and mIDH1 inhibitor -2%.

Assay outcomes from PubChem BioAssay.

These rows are one share of the data, so the mix of outcomes need not match the whole.
